D2 antagonist: D2 dopamine receptor (human) antagonism | P14416 | HEK293 TREx D2 cells, calcium flux, dopamine EC80 | inhibition, % at 10 µM | hit rate 2% among 340,000 | AID 485344; in the data active = inhibition above about 30%; note: 0% is about no effect
Target sequence (P14416 whole entry, looked up): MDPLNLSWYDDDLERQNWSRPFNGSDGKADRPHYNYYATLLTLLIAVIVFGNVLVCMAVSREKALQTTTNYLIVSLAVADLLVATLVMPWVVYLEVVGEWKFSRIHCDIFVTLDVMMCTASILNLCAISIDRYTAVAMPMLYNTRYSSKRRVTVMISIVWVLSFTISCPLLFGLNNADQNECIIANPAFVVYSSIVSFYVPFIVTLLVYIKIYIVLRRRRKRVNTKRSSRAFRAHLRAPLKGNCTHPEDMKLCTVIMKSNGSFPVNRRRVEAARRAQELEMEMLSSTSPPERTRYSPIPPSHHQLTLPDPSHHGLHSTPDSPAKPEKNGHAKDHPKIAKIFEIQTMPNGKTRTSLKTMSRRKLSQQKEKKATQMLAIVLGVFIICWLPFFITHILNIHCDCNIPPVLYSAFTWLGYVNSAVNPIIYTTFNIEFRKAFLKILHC
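Measurement of antagonist activity uses fluorescent calcium dye in inducible HEK293 T-REx D2 cells: 10 s baseline, compound addition with 180 s read, EC80 dopamine addition with a further 180 s read.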
Glioma ERSR ind: induces the endoplasmic reticulum stress response in human glioma cells | U87-MG GRP78 promoter luciferase reporter, 16 h | Potency, µM, without a hit: at the top dose activation, most hits filed as activators | hit rate 0.02% among 420,000 | AID 602332; note: potency is the fitted concentration of half-maximal effect; series mostly up to about 76 µM; % of control where 0% means no effect; nearly all actives have a fitted effect of over 35% in size
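Stably transfected U87-MG glioma cells carrying a GRP78-based luciferase sensor; 16 h compound incubation. Luminescence end-point read 10 min after Bright-Glo addition at room temperature.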
ERG Ets-DNA blk: inhibitors of human ERG Ets domain-DNA interaction; P11308; fluorescence polarization, His-ERG Ets domain / labelled DNA; Potency, µM (highest dose often 76.9 µM), inactives show at the top dose FP activity, negative = inhibition, hits mostly inhibitors; hit rate 0.028% among 370,000; active = well fitted inhibition curve with a large enough effect in the polarisation, with a control signal flat; inconclusive = small, poorly fitted or top-dose-only effect, or effect the other way, or a change in a side signal; inactive = no such curve, though single readings can be large or run the other way; the % refers to the polarisation;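 note: polarization taken with two DNA probes labelled with fluorescein and Texas red; potency is the fitted concentration of half-maximal effect; % of control where 0% means no effect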
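His-tagged ERG Ets domain (1 uM in the protein solution; 300mM KCl, 50mM Tris-HCl, 1mM EDTA, 1mM DTT, pH 7.5) received compound, then a probe mix of 5 nM fluorescein-DNA and 100nM Texas-615-DNA. Fluorescence polarization was read for both dyes.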
12-LOX inh: ALOX12 (human) lipoxygenase inhibition; hit rate 1.1% among 580,000; Potency, µM (doses to about 108 µM), for the others: at the highest dose activity change, negative = inhibition, hits mostly inhibitors; AID 1671190; purified 12hLO, xylenol orange hydroperoxide absorbance; P18054; note: potency is the fitted concentration of half-maximal effect; % is set by controls: 0 for no effect and ±100 for the full control effect
Target sequence (P18054 whole entry, looked up): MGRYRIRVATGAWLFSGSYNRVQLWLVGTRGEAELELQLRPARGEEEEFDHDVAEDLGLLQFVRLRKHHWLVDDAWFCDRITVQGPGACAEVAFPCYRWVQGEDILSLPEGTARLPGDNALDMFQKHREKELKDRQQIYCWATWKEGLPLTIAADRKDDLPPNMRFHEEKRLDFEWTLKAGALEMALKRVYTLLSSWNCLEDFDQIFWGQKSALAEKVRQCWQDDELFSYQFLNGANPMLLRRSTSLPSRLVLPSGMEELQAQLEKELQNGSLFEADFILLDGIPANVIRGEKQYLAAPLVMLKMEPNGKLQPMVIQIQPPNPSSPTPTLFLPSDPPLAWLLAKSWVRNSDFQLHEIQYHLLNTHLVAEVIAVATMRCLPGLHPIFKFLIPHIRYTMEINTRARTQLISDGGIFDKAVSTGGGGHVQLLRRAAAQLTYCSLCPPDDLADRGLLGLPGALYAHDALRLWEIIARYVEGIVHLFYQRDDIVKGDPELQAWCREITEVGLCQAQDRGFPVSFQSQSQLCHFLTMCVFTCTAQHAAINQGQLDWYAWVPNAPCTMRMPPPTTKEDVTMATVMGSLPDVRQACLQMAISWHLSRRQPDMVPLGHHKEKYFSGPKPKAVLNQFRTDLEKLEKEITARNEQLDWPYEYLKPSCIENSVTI
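Hydroperoxide product was detected by ferrous iron/xylenol orange as the 573 to 405 nm absorbance ratio. Arachidonic acid at 40 uM (final) was turned over for 30 min at room temperature by 150 nM human 12hLO, pH 7.0 Hepes buffer, after 15 min compound preincubation.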
LDHA inh: inhibitors of human lactate dehydrogenase A; P00338; purified LDHA, NADH/diaphorase-resazurin fluorescence; stronger effect = lower value; activity change, % (values are at about 110 or 230 µM); hit rate 0.15% among 480,000; AID 1347041; in the data active = activity change below about -30%; inconclusive = mostly about -25% to -30%;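 note: plate controls were DMSO wells for no effect and wells without enzyme for full effect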
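Enzyme activity of human lactate dehydrogenase 5 (2 nM; 0.06 mM NADH, 0.2 mM pyruvate, 5 min, RT) is measured via a resazurin/diaphorase fluorescence readout of residual NADH.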
Vif-A3G inh: blocks the Vif interaction with human APOBEC3G. HeLa A3G-eYFP + Vif (tagged APOBEC3G with the HIV-1 protein that degrades it), YFP fluorescence, overnight. Potency, µM (highest dose often 46.1 µM), for inactives: at the top dose activity, negative = active, usual class: inhibitors. AID 602310. hit rate 0.076% among 410,000;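 note: potency is the fitted concentration of half-maximal effect; % is set by controls: 0 for no effect and ±100 for the full control effect; nearly all actives have a fitted effect of over 60% in size; hits raise eYFP signal because A3G escapes Vif-driven loss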
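Read-out is eYFP fluorescence (Ex 488/Em 500-530) from Vif-expressing HeLa A3G-eYFP cells; more signal means A3G escaped Vif-mediated degradation. Cells plated overnight, compound pinned in, incubated overnight at 37 deg C.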
RGS4 inhibitor: human RGS4 inhibition. Potency, µM (doses to about 114 µM), for the others: top-dose activity change, negative = inhibition, hits mostly inhibitors. AID 504845. hit rate 0.039% among 390,000. P49798. Transcreener GDP fluorescence polarization, RGS4-accelerated GTP hydrolysis; note: potency is the fitted concentration of half-maximal effect; % is set by controls: 0 for no effect and ±100 for the full control effect; nearly all actives have a fitted effect of over 75% in size; some results filed as inactive show a strong effect at the top dose
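MLSMR compounds (23 nl, pin-transferred) preincubated 10 min at room temperature with a 500nM (2x) first reagent, then RGS4 at 900nM (2x) plus Transcreener GDP mix added; fluorescence polarization (620/688 nm) read before and after 90 min at 30 °C.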
D2 agonist: D2 dopamine receptor (human) agonism; activation, % at 2 µM; hit rate 0.53% among 340,000; P14416; HEK293 T-REx D2 cells, calcium flux agonist mode;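 active = activation over 3 SD above normal in the single-dose calcium agonist read, cut at about 30% in these data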; note: 0% is about no effect
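Calcium-flux readout, 1 cycle/sec over 180 s following compound pin transfer, in inducible HEK293 Trex D2 cells (force-coupled); dopamine controls included. Positive calcium responses during this window marked compounds as potential agonists.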
Vif-A3F inh: blocks the Vif interaction with APOBEC3F. HeLa A3F-eYFP + Vif (tagged APOBEC3F with the HIV-1 protein that degrades it), YFP fluorescence increase. Potency, µM (titrated, usually from 46.1 µM), inactives show at the highest dose activity, negative = active. hit rate 0.2% among 390,000. AID 602313; note: potency is the fitted concentration of half-maximal effect; % of control where 0% means no effect; nearly all actives have a fitted effect of over 65% in size
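HeLa cells stably expressing Vif plus C-terminally eYFP-tagged A3F were seeded, incubated overnight at 37 deg C, dosed with compound, incubated overnight again at 37 deg C. Yellow fluorescence (Ex 488/Em 500-530) reported blocked Vif-mediated A3F-eYFP degradation.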
* = called active by the depositor; & = joins results of further samples; [ ] = another dose, or the depositor's remark. Unless noted, calls come from the whole dose curve; as a rule, active = well fitted curve in the direction sought with a large enough effect; inconclusive = small, poorly fitted or top-dose-only effect, or another doubt; inactive = no such curve, though single readings can be large; an effect the other way counts as inactive or inconclusive. This is a subset; rates above refer to the full screens.

Screening CCOC(=O)c1[nH]c(C)c(C(=O)C(C)C)c1C returned Glioma ERSR ind 5%, ERG Ets-DNA blk 0%, 12-LOX inh -6%, LDHA inh -3, Vif-A3G inh -1%, RGS4 inhibitor 29% and Vif-A3F inh -28%.
For Cc1ccc(-c2cccc(-c3cc(=O)oc4ccc(C(C)(C)C)cc34)c2)cc1 the results were Glioma ERSR ind -2%&-6%, ERG Ets-DNA blk -21%, 12-LOX inh 5%, LDHA inh -5, Vif-A3G inh 1%, RGS4 inhibitor 45% and Vif-A3F inh 0%.
`COc1ccccc1N(CC(=O)NC1CCCC1)C(=O)CCCC(=O)Nc1ccccn1` gave Glioma ERSR ind -3%, ERG Ets-DNA blk -9%, 12-LOX inh 0%, LDHA inh -3, Vif-A3G inh 0%, RGS4 inhibitor 19% and Vif-A3F inh -2%.
`O=C(/C=C/Nc1cccc(F)c1)c1ccco1` gave D2 antagonist 8, Glioma ERSR ind 0%, ERG Ets-DNA blk 3%, 12-LOX inh -27%, LDHA inh -3, Vif-A3G inh -2%, RGS4 inhibitor -17%, D2 agonist 0.5 and Vif-A3F inh 1%.
Cc1cc(NC(=O)CSc2nnnn2Cc2ccccc2)no1 was read as D2 antagonist 0, Glioma ERSR ind 0%, ERG Ets-DNA blk 11%, 12-LOX inh 0%, LDHA inh 4, Vif-A3G inh 3%, RGS4 inhibitor 6%[11.4 µM], D2 agonist 0.2 and Vif-A3F inh 5%.
`COc1cccc(C(O)c2nc(-c3ccccc3)cs2)c1` (centres undefined) gave Glioma ERSR ind 1%, 12-LOX inh 1%, LDHA inh -2 and Vif-A3G inh -2%.
`Cc1sc2nc(CN3CCCC3)nc(N3CCN(S(=O)(=O)c4cccc(F)c4)CC3)c2c1C` gave D2 antagonist 12, Glioma ERSR ind -2%, ERG Ets-DNA blk -14%, 12-LOX inh -6%, LDHA inh -2, Vif-A3G inh 2%, RGS4 inhibitor -20%, D2 agonist -0.1 and Vif-A3F inh 1%.
`CCCCOc1ccc(Cc2n[nH]c(=S)n2N)cc1` gave D2 antagonist -3, Glioma ERSR ind -1%, ERG Ets-DNA blk 3%, 12-LOX inh 8.9µM*, LDHA inh 17, Vif-A3G inh 2%, RGS4 inhibitor -64%, D2 agonist 1.8 and Vif-A3F inh 13%.
COC(=O)c1cc(NC2c3ncccc3C(=O)N2Cc2ccccc2)cc(C(=O)OC)c1 (centres undefined) was read as D2 antagonist -6, Glioma ERSR ind -3%, ERG Ets-DNA blk -4%, 12-LOX inh -8%, LDHA inh -1, Vif-A3G inh 1%, RGS4 inhibitor 32%, D2 agonist 0.8 and Vif-A3F inh -11%.
For Cc1ccc(NS(=O)(=O)c2cc(-c3cc(C)no3)ccc2C(C)C)nc1 the results were D2 antagonist -3, Glioma ERSR ind -9%, ERG Ets-DNA blk -11%, 12-LOX inh -19%, LDHA inh 3, Vif-A3G inh 0%, RGS4 inhibitor 10%, D2 agonist 0.2 and Vif-A3F inh 6%.
`O=S(=O)(Nc1cccc2ccccc12)c1ccccc1` gave D2 antagonist 9, Glioma ERSR ind -2%&9%, ERG Ets-DNA blk 0%, 12-LOX inh 0%, LDHA inh 1&20, Vif-A3G inh -2%&6%, RGS4 inhibitor 3%&-8%, D2 agonist -0.8 and Vif-A3F inh 2%.
`O=C(c1ccc(F)cc1)N1CCc2c([nH]c3ccccc23)C1c1ccc(Cl)cc1` (centres undefined) gave Glioma ERSR ind -4%, ERG Ets-DNA blk 4%, 12-LOX inh -29%, LDHA inh -2, Vif-A3G inh -3%, RGS4 inhibitor -3%, D2 agonist 1.9 and Vif-A3F inh 0%.
`CC(=O)Nc1cc(C(=O)NCc2ccccc2Cl)ccc1Sc1ccc(F)cc1` gave Glioma ERSR ind -2%, ERG Ets-DNA blk 8%, 12-LOX inh -19%, LDHA inh -6, Vif-A3G inh 1%, RGS4 inhibitor 23%, D2 agonist 0.5 and Vif-A3F inh 2%.
For CC1=C(C(=O)N2CCN(C(=O)c3ccco3)CC2)C2(CCC(C)CC2)OC1=O (centres undefined) the results were D2 antagonist -6, Glioma ERSR ind -3%, ERG Ets-DNA blk 5%, 12-LOX inh 0%[57.4 µM], LDHA inh -6, Vif-A3G inh 3%, RGS4 inhibitor -3%, D2 agonist 0.1 and Vif-A3F inh 0%.
For O=C(c1ccco1)N1CCN(C(c2cccs2)c2sc3ncnn3c2O)CC1 (centres undefined) the results were D2 antagonist 6, Glioma ERSR ind -3%, ERG Ets-DNA blk 6%, 12-LOX inh -4%, LDHA inh 1, Vif-A3G inh 5%, RGS4 inhibitor -11%, D2 agonist 1.1 and Vif-A3F inh 8%.
Screening O=C(COc1ccc2c(c1)OCO2)Nc1ccc2c(c1)oc1ccccc12 returned D2 antagonist 37*, Glioma ERSR ind -3%, ERG Ets-DNA blk -13%, 12-LOX inh -12%, LDHA inh 1, Vif-A3G inh -29%, RGS4 inhibitor 0% and D2 agonist 0.0.
Cc1nc2ccc(NC(=O)NCCO)cc2s1 was read as D2 antagonist -4, Glioma ERSR ind -9%, ERG Ets-DNA blk -2%, 12-LOX inh -5%, LDHA inh 0, Vif-A3G inh 0%, RGS4 inhibitor -16%, D2 agonist 0.6 and Vif-A3F inh 7%.
Screening CS(=O)(=O)NCCCCNc1ccc(C(F)(F)F)cc1[N+](=O)[O-] returned D2 antagonist 28, Glioma ERSR ind 3%, ERG Ets-DNA blk -5%, 12-LOX inh -26%, LDHA inh -11, Vif-A3G inh -3%, RGS4 inhibitor 51%, D2 agonist -0.9 and Vif-A3F inh 11%.
Cc1cc(C)cc(OCC(=O)N(C)CC(=O)Nc2ccc(Cl)c(C(F)(F)F)c2)c1 was read as D2 antagonist 3, Glioma ERSR ind -6%, ERG Ets-DNA blk 13%, 12-LOX inh 284%[activator], LDHA inh 0, Vif-A3G inh -10%, RGS4 inhibitor 1%, D2 agonist -1.2 and Vif-A3F inh 3%.
`N#Cc1nc(NCC(F)F)nc(Nc2cc(F)cc(F)c2)n1` gave D2 antagonist 2, Glioma ERSR ind -13%, 12-LOX inh inconclusive, LDHA inh -1&1, Vif-A3G inh -14%, RGS4 inhibitor -19%, D2 agonist -0.2 and Vif-A3F inh 8%.
`CC(C)COCC(O)CCC(=O)NNC(=S)Nc1ccccc1` (centres undefined) gave D2 antagonist 5, Glioma ERSR ind -2%, ERG Ets-DNA blk 6%, 12-LOX inh 2%, LDHA inh -7, Vif-A3G inh 1%, RGS4 inhibitor inconclusive, D2 agonist 1.7 and Vif-A3F inh -22%.
Screening CC(Sc1ccc(Cl)cc1)C(=O)NCC(c1ccco1)N1CCCCC1 (centres undefined) returned D2 antagonist -12, Glioma ERSR ind -4%, ERG Ets-DNA blk -11%, 12-LOX inh 2%, LDHA inh -1, Vif-A3G inh 1%, RGS4 inhibitor -11%, D2 agonist 0.1 and Vif-A3F inh 7%.
For CCOc1ccc(/C=C/C(=O)Nc2sc3c(c2C(=O)OC)CCCC3)cc1 the results were Glioma ERSR ind -2%, ERG Ets-DNA blk 1%, 12-LOX inh -16%, LDHA inh -1, Vif-A3G inh 3%, RGS4 inhibitor 9%, D2 agonist 0.8 and Vif-A3F inh 4%.
Screening COc1ccc(C2C(C(=O)Nc3cccc(C)n3)c3ccccc3C(=O)N2C)cc1OC (centres undefined) returned D2 antagonist -2, Glioma ERSR ind -1%, ERG Ets-DNA blk 11%, 12-LOX inh 0%, LDHA inh -3, Vif-A3G inh 1%, RGS4 inhibitor -29%, D2 agonist -0.4 and Vif-A3F inh 0%.
Screening COCCNC(=S)N(CCc1c(C)[nH]c2ccc(C)cc12)Cc1cc(OC)c(OC)c(OC)c1 returned D2 antagonist 31*, Glioma ERSR ind -1%, ERG Ets-DNA blk 7%, 12-LOX inh 0%, LDHA inh 2, Vif-A3G inh -9%, RGS4 inhibitor 12%, D2 agonist -0.1 and Vif-A3F inh -3%.
Screening O=C(c1sc2ccccc2c1Cl)N1CCN(c2ccc(F)cc2)CC1 returned Glioma ERSR ind -4%, ERG Ets-DNA blk 6%, 12-LOX inh 6%, LDHA inh -3, Vif-A3G inh 1%, RGS4 inhibitor 12% and Vif-A3F inh 0%.
`CC1OC(OCC2OC(Oc3c(-c4ccc(O)cc4)oc4cc(O)cc(O)c4c3=O)C(O)C(O)C2O)C(O)C(O)C1O` (centres undefined) gave D2 antagonist -3, Glioma ERSR ind -1%, ERG Ets-DNA blk -2%, 12-LOX inh inconclusive, LDHA inh 9, Vif-A3G inh 0%, RGS4 inhibitor 4%, D2 agonist -0.2 and Vif-A3F inh -3%.
`COc1ccc(-c2cc(CNC(=O)CN(C)Cc3ccccc3)on2)cc1` gave D2 antagonist -1, Glioma ERSR ind -4%, ERG Ets-DNA blk 2%, 12-LOX inh 464%[activator], LDHA inh 1, Vif-A3G inh 0%, RGS4 inhibitor 16%, D2 agonist 0.1 and Vif-A3F inh 1%.
For O=C(/C=C/c1cccs1)c1ccc(N2CCOCC2)cc1 the results were D2 antagonist -1, Glioma ERSR ind 0%, ERG Ets-DNA blk 0%, 12-LOX inh -11%, LDHA inh 1, Vif-A3G inh 1%, RGS4 inhibitor -16%, D2 agonist 0.9 and Vif-A3F inh -9%.

High-throughput results (PubChem BioAssay)
